Screens: PubChem BioAssay, National Center for Advancing Translational Sciences (NCATS)
Glioma ERSR ind: ER stress response induction in glioma | AID 602332 | actives 0.02% (n = 420,000) | Potency, µM, without a hit: top-dose activation, actives largely listed as activators | U87-MG GRP78 promoter luciferase reporter, 16 h; further: potency means the concentration at half of the fitted maximal effect; series mostly up to about 76 µM; % of control where 0% means no effect; nearly all actives have a fitted effect of over 35% in size
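Stably transfected U87-MG human glioma cells carrying a GRP78-based luminescent sensor were seeded at 1000 cells/well, pin-dosed with compounds and incubated 16 h. Luciferase reagent was then added, and end-point luminescence was read after 10 min at room temperature.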
LDHA inh: blocks human lactate dehydrogenase A; purified LDHA, NADH/diaphorase-resazurin fluorescence; hits give low values; activity change, % (values are at about 110 or 230 µM); actives 0.15% (n = 480,000); in the data active means activity change below about -30%; inconclusive means mostly about -25% to -30%;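 further: plate controls were DMSO wells for no effect and wells without enzyme for full effect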
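Resorufin fluorescence (ex540/em590), read at 0 and 20 min after diaphorase/resazurin addition, reports the NADH left after a 5 min room-temperature reaction of 2 nM human LDH5 with 0.06 mM NADH and 0.2 mM pyruvate.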
RXFP1 ag: agonists of human relaxin receptor RXFP1. Q9HBX9. HEK293T-RXFP1 cAMP TR-FRET, 30 min; response scale: percent of porcine relaxin response, buffer zero. Potency, µM (series often up to 57.5 µM), inactives show at the highest dose activation, most hits filed as activators. actives 0.3% (n = 370,000); further: potency means the concentration at half of the fitted maximal effect; on the % scale 0 is the no-effect control and ±100 the full control effect; nearly all actives have a fitted effect of over 60% in size; many of its hits are not listed in these tables
Target sequence (Q9HBX9 whole entry, looked up): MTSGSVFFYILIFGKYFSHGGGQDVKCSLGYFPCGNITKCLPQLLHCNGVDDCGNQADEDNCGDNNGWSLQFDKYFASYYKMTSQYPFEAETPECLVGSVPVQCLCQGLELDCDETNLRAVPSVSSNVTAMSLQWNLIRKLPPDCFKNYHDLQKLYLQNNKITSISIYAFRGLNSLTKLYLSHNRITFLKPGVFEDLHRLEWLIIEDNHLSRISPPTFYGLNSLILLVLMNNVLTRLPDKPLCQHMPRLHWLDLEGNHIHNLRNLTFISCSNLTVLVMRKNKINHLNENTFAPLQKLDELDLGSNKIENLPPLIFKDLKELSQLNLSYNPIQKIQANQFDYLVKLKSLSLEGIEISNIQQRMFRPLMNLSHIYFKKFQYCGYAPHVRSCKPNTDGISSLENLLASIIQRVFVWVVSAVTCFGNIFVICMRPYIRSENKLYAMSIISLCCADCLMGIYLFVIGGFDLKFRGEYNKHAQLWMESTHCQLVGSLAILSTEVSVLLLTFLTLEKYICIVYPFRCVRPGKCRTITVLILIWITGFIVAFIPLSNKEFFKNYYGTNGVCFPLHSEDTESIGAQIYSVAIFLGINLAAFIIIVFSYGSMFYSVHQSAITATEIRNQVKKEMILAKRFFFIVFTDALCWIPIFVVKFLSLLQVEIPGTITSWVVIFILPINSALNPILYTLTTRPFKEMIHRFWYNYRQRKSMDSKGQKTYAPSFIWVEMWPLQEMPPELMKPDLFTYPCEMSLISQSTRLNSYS
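HEK293 cells stably expressing RXFP1, treated 30 min at 37C with compounds plus PDE4 inhibitor Ro 20174; cAMP measured by HTRF TR-FRET. Normalized to buffer and 29 nM porcine relaxin; EC50 by Hill fit.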
D1 antag: blocks dopamine activation of the human D1 receptor | HEK293 TREx D1 cells, calcium flux, dopamine EC80; hits give low values | actives 3.2% (n = 360,000) | activity change, negative = inhibition, % at 10 µM | P21728; in the data active means activity change below about -30%; further: on the % scale 0 is the no-effect control and ±100 the full control effect
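Allosteric or orthosteric antagonism assessed as attenuation of the calcium response to EC80 dopamine, added 180 s after compound, in induced HEK293 Trex D1 cells loaded with no-wash calcium dye.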
Vif-A3F inh: inhibitors of Vif-A3F interaction. HeLa A3F-eYFP + Vif (tagged APOBEC3F with the HIV-1 protein that degrades it), YFP fluorescence increase. Potency, µM (top dose mostly 46.1 µM), for the others: top-dose activity, negative = active. actives 0.2% (n = 390,000); further: potency means the concentration at half of the fitted maximal effect; % of control where 0% means no effect; nearly all actives have a fitted effect of over 65% in size
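HeLa cells stably expressing A3F-eYFP plus Vif, plated and incubated overnight at 37 deg C, then exposed to compounds overnight at 37 deg C. Blocked degradation read as raised yellow fluorescence (Ex 488/Em 500-530).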
Vif-A3G inh: Vif-A3G binding inhibition. Q9HC16. HeLa A3G-eYFP + Vif (tagged APOBEC3G with the HIV-1 protein that degrades it), YFP fluorescence, overnight. Potency, µM (top dose mostly 46.1 µM), for the others: top-dose activity, negative = active, actives largely listed as inhibitors. actives 0.076% (n = 410,000);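 further: potency means the concentration at half of the fitted maximal effect; on the % scale 0 is the no-effect control and ±100 the full control effect; nearly all actives have a fitted effect of over 60% in size; hits raise eYFP signal because A3G escapes Vif-driven loss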
Target sequence (Q9HC16 whole entry, looked up): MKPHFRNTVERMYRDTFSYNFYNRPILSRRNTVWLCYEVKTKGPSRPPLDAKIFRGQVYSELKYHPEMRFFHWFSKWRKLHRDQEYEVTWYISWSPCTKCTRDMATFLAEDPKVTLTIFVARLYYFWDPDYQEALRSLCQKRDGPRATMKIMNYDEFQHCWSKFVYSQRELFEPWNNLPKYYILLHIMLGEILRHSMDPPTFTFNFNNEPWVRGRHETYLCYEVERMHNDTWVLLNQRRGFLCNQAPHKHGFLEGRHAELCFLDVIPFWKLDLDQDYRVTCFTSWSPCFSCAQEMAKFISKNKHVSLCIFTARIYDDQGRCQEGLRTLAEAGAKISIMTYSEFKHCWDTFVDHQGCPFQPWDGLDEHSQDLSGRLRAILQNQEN
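HeLa cells stably expressing Vif and C-terminally eYFP-tagged A3G, seeded overnight at 37 deg C, then exposed to compound by pintool overnight at 37 deg C. Rise in yellow fluorescence (Ex 488/Em 500-530, Acumen) marks blocked Vif-driven A3G degradation.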
D2 potentiator: positive allosteric modulators of human D2 dopamine receptor. potentiation, % at 10 µM. HEK293 T-REx D2, calcium flux, EC20 dopamine potentiation. actives 0.34% (n = 340,000). P14416;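 active means potentiation over 3 SD above the plate norm, cut at about 30% in these data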; further: 0% is about no effect
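Potentiation of an EC20 dopamine calcium response measured kinetically over 180 s, after a preceding 180 s compound-only read flagging agonists. Cells: inducible Hek293 Trex D2 line, 4000/well, cultured overnight at 30 C before dye loading.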
D1 potentiator: human D1 dopamine receptor positive modulation; P21728; HEK293 TREx D1 cells, calcium flux, dopamine EC20 potentiation; potentiation, % at 10 µM; actives 0.036% (n = 360,000); in the data active means potentiation above about 30%; further: 0% is about no effect
D1 ag: human D1 receptor agonism; P21728; HEK293 T-REx D1 cells, calcium flux, agonist mode; activation, % at 2 µM; actives 1% (n = 360,000); in the data active means activation above about 30%; further: 0% is about no effect
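Agonism was scored from calcium flux recorded over 180 s (1 read/s) after pintool compound addition, following a 10-cycle baseline. Cells were inducible force-coupled HEK293 TREx D1, plated overnight at 30 C and loaded with no-wash calcium dye.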
Numbers without * were called inactive; ? = inconclusive; / = no result given. Unless noted, the call rests on the fitted dose curve; in most records, active means well fitted curve in the direction sought with a large enough effect; inconclusive means small, poorly fitted or top-dose-only effect, or another doubt; inactive means no such curve, though single readings can be large; an effect the other way counts as inactive or inconclusive. Not all compounds are listed. The share of hits here may be higher or lower than overall.

SMILES	Glioma ERSR ind	LDHA inh	RXFP1 ag	D1 antag	Vif-A3F inh	Vif-A3G inh	D2 potentiator	D1 potentiator	D1 ag
O=C1N=C(N2CCN(c3ccccc3)CC2)S/C1=C\c1cn[nH]c1-c1ccccc1	-2%	-5	4.4%	1	-10%	-8%	-4	-6	-1
Cc1ccc(-n2ncc3c(=O)n(CC#N)cnc32)cc1C	18%	-3	-0.7%	-5	-6%	1%	6	0	5
CCN(C[C@H]1N[C@@](CC)(C(=O)OC)[C@H]2C(=O)N(Cc3ccccc3)C(=O)[C@@H]12)S(=O)(=O)c1ccc(OC)cc1	-5%	-2	/	/	1%	0%	/	/	/
COc1cccc(C2C(C(=O)Nc3ccc(C)cc3C)=C(C)Nc3nc4ccccc4n32)c1OC (centres undefined)	-4%	-2	7.1%	-1	-1%	0%	-7	2	-2
CCCCNS(=O)(=O)c1ccc(NC(=O)c2cccs2)cc1	3%	-3	0.4%	/	4%	5%	/	-8	0
COc1ccc(C(=O)c2nccc3cc(OC)c(OC)cc23)cc1OC	-3%	37	8.9%	-8	-16%	-2%	15	-3	4
OCCNc1nc2ccccc2n1CCN1CCCCC1	-3%	0	0.8%	0	1%	1%	9	3	-1
CCC(C)NC(=O)Nc1ccc(Br)cc1 (centres undefined)	5%	1	-0.9%	-11	1%	-3%	-3	0	9
C=CCN1C=CC(=O)[C@@H](O)[C@H]1c1ccccc1Br	-3%	2	/	/	-7%	-5%	/	/	/
CC(O)CNc1nc2c(c(=O)n(C)c(=O)n2C)n1C/C=C/c1ccccc1 (centres undefined)	-4%	-9	0.6%	-4	-1%	1%	-4	4	0
N#Cc1c(-c2ccccc2)nc(-c2cccnc2)[nH]c1=O	0%	-3	25%	11	11%	-1%	-6	-8	2
COc1ccc(OC)c(CCNC(=O)c2ccc3c(c2)N(Cc2ccc(F)cc2)CCS3)c1	-4%	-1	17%	-14	-22%	-22%	-3	0	2
COc1ccc(NS(=O)(=O)c2ccc(N3CCN(CCO)CC3)c([N+](=O)[O-])c2)cc1	-3%	2	-2.1%	-21	2%	-4%	/	-11	2
CN1CCN(C(=O)c2ccc3c(c2)N(Cc2ccc(Cl)cc2)C(=O)c2ccccc2S3=O)CC1 (centres undefined)	-4%	2	2.9%	4	2%	-1%	-26	2	1
COc1cccc(NC(=O)CSc2ncc(S(=O)(=O)c3ccc(C)c(C)c3)c(=O)[nH]2)c1	-4%	-4	1.9%	6	-4%	-1%	-4	1	0
COc1ccc(CN(C)C(=O)C(Cc2ccccc2)NC(=O)c2ccccc2)c(OC)c1OC (centres undefined)	1%	-8	/	/	-3%	-17%	/	/	/
COc1ccc2[nH]c(=O)c(CN(CCO)C(=O)c3ccccc3F)cc2c1	-3%	-5	0.7%	-5	3%	-1%	8	-3	-2
COc1ccccc1CNC(=O)C(C)n1cccc1C(=O)c1ccccc1 (centres undefined)	-3%	-1	0.4%	3	0%	1%	-12	-5	2
COc1cc(OC)cc(C(=O)NC(=S)Nc2ccc(NC(=O)c3ccco3)cc2)c1	-3%	-6	0.6%	14	-2%	-6%	37*	-1	5
COc1ccc(CN(C)CC(O)COC(c2ccc(OC)cc2)c2ccc(OC)cc2)cc1 (centres undefined)	-2%	0	2.0%	-3	1%	4%	-4	-2	16
Cc1ccc(Nc2c(-c3ccc(C)o3)nc3ncccn23)cc1	3%	-5	4.2%	8	-10%	-9%	13	-1	0
CC(=O)OCCN(CCCn1c(-c2ccncc2)nc2ccccc21)c1nc(-c2ccc(C)cc2)cs1	-4%	1	1.0%	-14	3%	-4%	-2	-3	-1
Cc1ccccc1N=CC=C1OC(C)(C)C(C)(C)O1	1%	-3	0.3%	-8	3%	2%	8	5	4
CCOc1ccc(CCNC(=O)c2cc(C)nc3c2c(C)nn3-c2cccc(F)c2)cc1	-4%	-6	-0.9%	-15	4%	2%	-1	4	5
CC(C)CCNC(=O)c1ccccc1NC(=O)C1=CSCCO1	2%	-1	-1.2%	12	3%	0%	/	4	1
Nc1cc(C(=O)OCC(=O)NC(c2ccccc2)c2ccccc2)ccc1Cl	-5%	-11	6.2%	13	-2%	-6%	10	-4	3
COC(=O)c1c(N)n(-c2cc(Cl)cc(Cl)c2)c2nc3ccccc3nc12	-3%	-1	4.6%	6	-7%	2%	-8	0	0
O=C(COc1ccccc1)Nc1ccccc1C(=O)NCc1ccco1	-7%	-16	0.7%	-24	-3%	-20%	-8	-8	1
O=C(NCC(=O)N1CCN(c2ccccn2)CC1)c1ccc(Br)o1	2%	-3	3.0%	-13	3%	2%	10	1	6
CC1CCc2cc(F)ccc2N1C(=O)CSc1nnc2c(n1)[nH]c1ccccc12 (centres undefined)	-5%	-3	0.3%	4	-27%	-15%	3	2	0
COCCCNc1c2c3c(cccc3[nH]c1=O)C(=O)c1ccccc1-2	-4%	1	5.3%	-53*	-21%	10%	5	/	809*
C[C@H](CO)N1C[C@H](C)[C@@H](CN(C)S(=O)(=O)c2ccc3ccccc3c2)OCc2cn(nn2)CCCC1=O	2%	-1	/	/	-1%	3%	/	/	/
COc1ccc2c(c1)c1c(c(=O)n(-c3ccccc3C)c(=O)n1CC(=O)N1CCCC1)n2C	1%	-2	-2.2%	-2	0%	2%	5	2	0
CCN=C1S/C(=C\c2cc(OCC)c(O)cc2Br)C(=O)N1CC	-4%	-2	5.9%	4	-8%	-28%	3	1	9
Cn1cnc(S(=O)(=O)NC2CCN(Cc3c(F)cccc3Cl)CC2)c1	-5%	-5	-1.1%	-2	4%	4%	10	2	2
CCCCn1c(N)c(N(CC(C)C)C(=O)c2cc(-c3ccco3)nc3ccccc23)c(=O)[nH]c1=O	-1%	-2	3.1%	2	4%	1%	-1	2	2

Reformatted as a markdown table: 3 of the compounds above.
| compound | Glioma ERSR ind | LDHA inh | RXFP1 ag | D1 antag | Vif-A3F inh | Vif-A3G inh | D2 potentiator | D1 potentiator | D1 ag |
| --- | --- | --- | --- | --- | --- | --- | --- | --- | --- |
| Cn1cnc(S(=O)(=O)NC2CCN(Cc3c(F)cccc3Cl)CC2)c1 | -5% | -5 | -1.1% | -2 | 4% | 4% | 10 | 2 | 2 |
| COC(=O)c1c(N)n(-c2cc(Cl)cc(Cl)c2)c2nc3ccccc3nc12 | -3% | -1 | 4.6% | 6 | -7% | 2% | -8 | 0 | 0 |
| O=C(NCC(=O)N1CCN(c2ccccn2)CC1)c1ccc(Br)o1 | 2% | -3 | 3.0% | -13 | 3% | 2% | 10 | 1 | 6 |

(list continues)
SMILES	Glioma ERSR ind	LDHA inh	RXFP1 ag	D1 antag	Vif-A3F inh	Vif-A3G inh	D2 potentiator	D1 potentiator	D1 ag
CCN(CC(=O)Nc1ccc(OC)cc1)C(=O)c1ccc(NS(=O)(=O)c2ccc(C(C)=O)cc2)cc1	0%	-3	-0.6%	2	-16%	0%	3	0	3
CCCNC(=O)N[C@@H](CCSC)C(=O)OC	-1%	2	-3.2%	-3	-1%	1%	2	-3	4
Cc1ccc(S(=O)(=O)N2CCCCC2)cc1C(=O)Nc1ccccn1	-1%	-4	0.0%	3	2%	0%	4	-8	1
CN1CCN(C(c2cccnc2)c2ccc3cccnc3c2O)CC1 (centres undefined)	-1%	7	-0.5%	1	-21%	-8%	-13	-2	1
CN(C)S(=O)(=O)c1cccc(NC(=O)COC(=O)/C=C/c2ccco2)c1	1%	-3	5.1%	3	0%	-5%	1	5	0
Cc1cccc(NC(=O)C2CCN(S(=O)(=O)c3cccc4nonc34)CC2)c1	0%	-8	0.9%	9	-12%	-2%	25	0	0
CCOC(=O)C1CCCN(C(=O)CCS(=O)(=O)c2cc3c(cc2Cl)NC(=O)CO3)C1 (centres undefined)	0%	-5	?	1	9%	0%	/	-2	-1
COc1ccccc1NC(=S)NC(=O)C(C)C	-4%	-2	2.0%	-5	-2%	0%	-10	6	0
COc1ccc(CC(=O)OCC(=O)NC2CCCCC2)cc1	-4%	-1	1.3%	-12	0%	-1%	1	10	-1
CC(NC(=O)C(=O)N1CCCCC1)C(c1cccs1)N1CCN(c2ccccc2F)CC1 (centres undefined)	2%	-8	-2.9%	9	-4%	-5%	10	-4	0
Cc1ccc(OCC(=O)N(Cc2ccccc2)c2ccccn2)cc1	-3%	0	-2.6%	2	0%	0%	2	3	1
Cc1onc(-c2ccccc2)c1C(=O)NCc1ccc(Cl)cc1	-1%	-1	-2.5%	-6	-9%	7%	-11	-4	2
C/C=C/C1=CC(=O)C[C@H](c2ccc(F)cc2)C1	-4%	-1	1.3%	/	0%	3%	-13	4	-2
COc1ccc(C(C(=O)NC(C)(C)C)N(C(=O)CCC(=O)Nc2cc(C)on2)c2ccccc2F)cc1 (centres undefined)	-1%	-3	1.5%	15	?	1%	9	5	-4
Cc1cc2c(c(N)n1)c(=O)oc1ccccc12	3%	0	4.5%	-9	/	2%	-6	-7	1
O=C(c1cc(F)c(F)cc1Cl)N1CCN(c2ncccn2)CC1	0%	-11	3.8%	10	1%	3%	0	-7	1
Cc1sc(C(=O)NCc2cccnc2)c2nc(C)n(CC(=O)NCc3cccnc3)c(=O)c12	1%	-6	5.4%	-10	0%	-5%	0	-4	2
Cc1ccc(S(=O)(=O)N2C(=O)CCC2C(=O)O/N=C(\N)c2ccccc2)cc1 (centres undefined)	-2%	2	7.2%	2	0%	2%	3	2	1
COc1ccc(Cn2c(=O)[nH]c3cc(C(=O)NCCCN4CCCC4)ccc3c2=O)cc1	-4%	5	0.4%	-7	2%	2%	-18	2	0
Cc1ccc(NCc2cccn2-c2nnc(N3CCC(C(=O)NCc4ccc(F)cc4)CC3)s2)cc1	/	-11	4.8%	-13	/	/	-2	-6	0
Cc1cc(N(C)Cc2ccccc2)n2nc(-c3ccc(C(C)(C)C)cc3)nc2n1	-1%	-4	0.6%	7	6%	-10%	0	5	3
COc1ccc(C(CC(=O)NCCN2CCOCC2)NS(=O)(=O)c2ccc(C)cc2)cc1 (centres undefined)	-3%	-7	2.2%	-11	0%	2%	-5	-1	-1
CCOCCn1c(C(C)O)nc2ccccc21 (centres undefined)	-4%	-4	-1.8%	-8	5%	-3%	17	-12	-2
Clc1ccc(Cl)c2sc(N3CCCC3)nc12	-1%	-1	2.2%	9	-3%	-2%	13	11	3
